Dengue-2 NS5 capping – Dengue-2 NS5 methyltransferase inhibitors, primary screen, biochemical, confirmation dose response (AID 588689). Dengue-2 NS5 methyltransferase capping enzyme assay, biochemical; higher % means a stronger effect. one-dose inhibition, % at 25 µM; IC50 in µM for titrated hits. 0.3% of 340,000 active; in the data active = a potency from the dose series; inconclusive = inhibition above about 29% without an active follow-up result
K1F lysis inhibition – inhibition of K1F phage lysis, E. coli UTI89, bacterial capsule biogenesis inhibitors, alamar blue (AID 488966); E. coli UTI89 K1F phage lysis, alamar blue, 2 h; higher % means a stronger effect; one-dose inhibition, % at 100 µM; IC50 in µM for titrated hits; 0.02% of 340,000 active;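 active = phage lysis inhibition, versus mean bacterial control, above a set limit; inconclusive = no clear call, values can overlap the other calls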;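 also: capsule biogenesis inhibitors block K1F phage lysis so surviving cells raise fluorescence; higher fluorescence means more inhibition of phage lysis; actives were called in the ten point dose series up to 300 µM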
Dengue-2 NS5 capping pilot replicate – further read-out of Dengue-2 NS5 capping, marked with its call; inhibition, %; measured here: pilot screen replicate inhibition
* = called active by the depositor; ? = inconclusive; · = no result given; [ ] = dose if it differs, or a comment. This is a subset, so the mix of outcomes need not match the whole.

Preview, 17 compounds:
SMILES	Dengue-2 NS5 capping	K1F lysis inhibition	others
O=C(NCCCn1ccnc1)c1sc2cc([N+](=O)[O-])ccc2c1Cl	4%	·
COc1ccc(-n2c(COc3ccc(Cl)cc3Cl)n[nH]c2=S)cc1	-13%	·
CC1=C(C(=O)N(C)C)CC(CC(=O)NC(c2ccccc2)c2ccccc2)C(=O)N1Cc1ccccc1 (centres undefined)	-8%	·
COc1cccc(N(CC(=O)N2CCN(Cc3ccccc3)CC2)S(C)(=O)=O)c1	-3%	·
C=CCOc1ccc(C[C@H](N)C(=O)NC[C@H]2O[C@@H](n3ccc(N)nc3=O)[C@H](O)[C@@H]2O)cc1	-7%	·
COc1ccccc1C(=O)NCC(=O)N(C)Cc1nc2ccccc2c(=O)[nH]1	3%	·
CC(=O)c1cc2c(cc1NC(=O)CSc1ncccn1)OCO2	-4%	·
CC(=O)Oc1ccc(OC(C)=O)c2c1CC1(C)OC1(C)C2 (centres undefined)	1%	·
CCCCN1C[C@H](C)[C@@H](CC(=O)Nc2ccc(OC)cc2)C1=O	-1%	·
O=C1NC(c2ccc3ccccc3c2)Nc2ccccc21 (centres undefined)	-2%	·
O=C(CNC(=O)N1CC(=O)Nc2ccccc21)Nc1ccc(Cl)cc1Cl	-4%	·
O=[N+]([O-])c1cccnc1Oc1cc(Cl)c(Cl)cc1Cl	3%	·
CC(C)CC1C(=O)N(Cc2cn(Cc3ccco3)nn2)CCS(=O)(=O)N1Cc1ccc(-c2ccccc2)cc1 (centres undefined)	3%	·
CC1=C(C(=O)N2CCOCC2)CC(CC(=O)NCc2cccc3ccccc23)C(=O)N1Cc1ccc(F)cc1 (centres undefined)	8%	·
C[C@H]1Cn2cnc(C(=O)N[C@@H](Cc3c[nH]c4ccccc34)C(=O)OC(C)(C)C)c2C(=O)N1	-3%	·
Cn1c(=NC(=O)CS(=O)(=O)c2ccccc2)sc2cc(F)ccc21	-8%	·
Cc1ccc(NS(=O)(=O)c2ccc(-n3cccn3)cc2)cc1Cl	4%	·

This part in full, from the start:
SMILES	Dengue-2 NS5 capping	K1F lysis inhibition	others
O=C(NCCCn1ccnc1)c1sc2cc([N+](=O)[O-])ccc2c1Cl	4%	·
COc1ccc(-n2c(COc3ccc(Cl)cc3Cl)n[nH]c2=S)cc1	-13%	·
CC1=C(C(=O)N(C)C)CC(CC(=O)NC(c2ccccc2)c2ccccc2)C(=O)N1Cc1ccccc1 (centres undefined)	-8%	·
COc1cccc(N(CC(=O)N2CCN(Cc3ccccc3)CC2)S(C)(=O)=O)c1	-3%	·
C=CCOc1ccc(C[C@H](N)C(=O)NC[C@H]2O[C@@H](n3ccc(N)nc3=O)[C@H](O)[C@@H]2O)cc1	-7%	·
COc1ccccc1C(=O)NCC(=O)N(C)Cc1nc2ccccc2c(=O)[nH]1	3%	·
CC(=O)c1cc2c(cc1NC(=O)CSc1ncccn1)OCO2	-4%	·
CC(=O)Oc1ccc(OC(C)=O)c2c1CC1(C)OC1(C)C2 (centres undefined)	1%	·
CCCCN1C[C@H](C)[C@@H](CC(=O)Nc2ccc(OC)cc2)C1=O	-1%	·
O=C1NC(c2ccc3ccccc3c2)Nc2ccccc21 (centres undefined)	-2%	·
O=C(CNC(=O)N1CC(=O)Nc2ccccc21)Nc1ccc(Cl)cc1Cl	-4%	·
O=[N+]([O-])c1cccnc1Oc1cc(Cl)c(Cl)cc1Cl	3%	·
CC(C)CC1C(=O)N(Cc2cn(Cc3ccco3)nn2)CCS(=O)(=O)N1Cc1ccc(-c2ccccc2)cc1 (centres undefined)	3%	·
CC1=C(C(=O)N2CCOCC2)CC(CC(=O)NCc2cccc3ccccc23)C(=O)N1Cc1ccc(F)cc1 (centres undefined)	8%	·
C[C@H]1Cn2cnc(C(=O)N[C@@H](Cc3c[nH]c4ccccc34)C(=O)OC(C)(C)C)c2C(=O)N1	-3%	·
Cn1c(=NC(=O)CS(=O)(=O)c2ccccc2)sc2cc(F)ccc21	-8%	·
Cc1ccc(NS(=O)(=O)c2ccc(-n3cccn3)cc2)cc1Cl	4%	·
O=C(c1ccoc1)N1CCN(c2cc(-c3ccncc3)nc3cc(-c4cccc(Cl)c4)nn23)CC1	5%	·
COc1ccccc1CCNC(=O)CSCC(=O)Nc1ccccc1F	-5%	·
CN(Cc1ccccn1)C(=O)c1cc(COc2ccc(F)c(F)c2)on1	-7%	·
CC1CCN(S(=O)(=O)c2ccc3c(c2)C(Cl)(Cl)C(=O)N3)CC1	-3%	·
O=C(c1cccs1)N1C[C@H](O)[C@@H](n2cc(-c3ccc(F)cc3)nn2)C[C@@H]1c1ccccc1	-1%	·
CCOC(=O)C1(C)NC(c2ccc(OC)c(OC)c2)C2C(=O)N(c3cccc(C(C)=O)c3)C(=O)C21 (centres undefined)	-4%	·
CCN(CC)C(=O)C1=C(C)N(CCC2=CCCCC2)C(=O)C(CC(=O)NC2CCCC2)C1 (centres undefined)	5%	·
O=C(CSc1nc2ccccc2c(=O)n1-c1ccc(F)cc1F)NC1CCS(=O)(=O)C1 (centres undefined)	-2%	·
CCOC(=O)C1=CN2CCC[C@H]2CC1=O	-9%	0.2%
Cc1c(NC(=O)c2ccc(Cl)c([N+](=O)[O-])c2)cccc1-n1cnnn1	0%	-0.4%
C[C@H]1CN([C@@H](C)CO)C(=O)c2cccc(NS(=O)(=O)c3ccc(F)cc3)c2O[C@H]1CN(C)Cc1ccc(Cl)c(Cl)c1	-14%	-0.7%
NC(=O)c1ccc(NC(=O)COC(=O)c2c[nH]c3ccccc23)cc1	-6%	0.7%[50 µM]
O=[N+]([O-])c1cccc(COc2cccc(CN3CCCC3)c2)c1	3%	-0.1%
COc1ccc(C(=O)NC(=O)COC(=O)C2CC2C)cc1 (centres undefined)	-1%	0.4%[50 µM]
CC(C)=CCC/C(C)=C/CNC(=O)C[C@H]1C[C@H](C(=O)N(C(C)C)C(C)C)[C@@]2(C)c3[nH]c4ccc(Cl)cc4c3CCN2C1=O	4%	0.1%	Dengue-2 NS5 capping pilot replicate=1.8
O=C(CC1SC(N2CCCC2)=NC1=O)Nc1ccc(C(=O)NCCOc2ccccc2F)cc1 (centres undefined)	-7%	-0.1%[50 µM]
c1ccc2oc(-c3ccc(Nc4nc(N5CCOCC5)nc(N5CCOCC5)n4)cc3)nc2c1	4%	0.4%
O=C(NCCCOc1ccc([N+](=O)[O-])cc1Cl)OCc1ccccc1	-1%	1.6%
CCN(CC)C(=O)c1[nH]cnc1C(=O)NCc1ccccc1	2%	1.4%
C[C@H](CO)N1C[C@H](C)[C@@H](CN(C)S(=O)(=O)c2cn(C)cn2)Oc2c(NC(=O)Nc3ccc4c(c3)OCO4)cccc2C1=O	-12%	0.6%
CC1CCCN(C(=O)COC(=O)COc2ccc(Cl)cc2)C1 (centres undefined)	-7%	-3.8%
COc1ccc(Cl)cc1CC=NNC(=O)c1ccncc1	2%	-0.2%
COc1ccc(NC(=O)c2ccc3c(c2)S(=O)(=O)N=C2CCCCCN23)cc1S(N)(=O)=O	-5%	0.3%[50 µM]
Cc1cc(C)c2c(c1)CC(C)(C)CC2=O	-7%	-0.9%
CCN(CC)C(=O)c1cccc(NC(=O)C2CCN(C(=O)c3cccs3)CC2)c1	-3%	-2.3%
Cc1ccsc1C(=O)NNC(=O)c1ccccc1F	1%	-4.0%
Cc1cccc(NC(=O)COC(=O)c2ccc3nc(C)c(C)nc3c2)c1	-5%	0.7%[50 µM]
CC(C)(C)OC(=O)N1CCCC(C(=O)Nc2ccc(C(=O)N3CCCCC3)cc2)C1 (centres undefined)	-6%	-0.1%
Cc1ccc(C)c(S(=O)(=O)N2CCN(C(=O)CCC(=O)NCc3ccc(Cl)cc3Cl)CC2)c1	-7%	-0.6%
CC(C)(C)c1ccc(C(=O)OCC(=O)NC2CC2)cc1	-1%	-1.5%
O=C(CC1Sc2ccccc2NC1=O)NNc1ccc(F)cc1 (centres undefined)	-1%	2.0%
O=C(COc1ccccc1C(=O)O)Nc1cccc2ccccc12	1%	0.7%[50 µM]
CN(C(=O)CSc1ncnc2ccccc12)C1CCCCC1	7%	1.4%[50 µM]
O=C(CCC(=O)c1cccs1)OCC(=O)c1ccccc1F	6%	0.9%[50 µM]
COc1ccc(-c2cc(=O)c3c(OC)c(OC)c(OC)c(OC)c3o2)cc1	-5%	8.7%
CCOc1cc(C(=O)Nc2ccc(S(=O)(=O)Nc3onc(C)c3C)cc2)cc(OCC)c1OCC	-4%	-1.8%
C=CCn1c(SCC(=O)NCC(c2ccccc2)N(C)C)nc2sc3c(c2c1=O)CCC3 (centres undefined)	-4%	0.5%[50 µM]
CC1OC(OC2C(CO)OC(OCC3OC(OC(=O)[C@@]45CCC(C)(C)C[C@@H]4C4=CC[C@@H]6[C@@]7(C)CCC(OC8OCC(O)C(O)C8OC8OC(C)C(O)C(O)C8O)[C@@](C)(CO)C7CC[C@@]6(C)[C@]4(C)CC5)C(O)C(O)C3O)C(O)C2O)C(O)C(O)C1O (some centres undefined)	-1%	-1.3%
C[C@H](CO)N1C[C@H](C)[C@@H](CN(C)S(C)(=O)=O)Oc2c(NC(=O)Nc3ccc(C(F)(F)F)cc3)cccc2C1=O	-2%	-0.2%
C#CCOCCOCCOCCNc1nc(N2CCN(C(=O)[C@H](CCCCN)n3cc(CN)nn3)CC2)nc(N2CCN(C(=O)[C@H](CCCCN)n3cc(CN)nn3)CC2)n1	-16%	2.1%
CC(=O)Nc1cccc2cc(O)ccc12	13%	-1.2%
CCON1C(=O)C2(CCCCC2)C(=O)C12C=CCCC2 (centres undefined)	3%	2.4%
CCOc1ccccc1OCCCC(=O)Nc1cc(S(=O)(=O)N2CCOCC2)ccc1OC	7%	-0.9%

Gathered by group, those above with a tert-butyl group
SMILES	Dengue-2 NS5 capping	K1F lysis inhibition	others
C[C@H]1Cn2cnc(C(=O)N[C@@H](Cc3c[nH]c4ccccc34)C(=O)OC(C)(C)C)c2C(=O)N1	-3%	·
CC(C)(C)OC(=O)N1CCCC(C(=O)Nc2ccc(C(=O)N3CCCCC3)cc2)C1 (centres undefined)	-6%	-0.1%
CC(C)(C)c1ccc(C(=O)OCC(=O)NC2CC2)cc1	-1%	-1.5%

Following part
SMILES	Dengue-2 NS5 capping	K1F lysis inhibition	others
O=C1C=CC2(O[C@H](c3ccccc3)[C@@H](c3ccccc3)O2)[C@H](Sc2ccccc2O)C1	0%	-1.1%
CC(C)=CCc1ccc(O)c(=O)cc1C(C)C	-2%	?
Cc1cc(C)c(NC(=O)CN(C)CC(=O)Nc2cccc(S(=O)(=O)N(C)c3ccccc3)c2)c(C)c1	-6%	-0.5%[50 µM]
CCN(C[C@H]1N[C@@](C)(C(=O)OC)[C@H]2C(=O)N(C)C(=O)[C@@H]12)C(=O)COc1ccccc1	-4%	0.1%	Dengue-2 NS5 capping pilot replicate=0.9
Cc1ccc(OCc2occc2C(=O)O)cc1	-5%	0.1%
CCCn1c(SCC(=O)NCCCN2CCCC2=O)nc2ccccc2c1=O	-1%	0.7%[50 µM]
COc1ccc(S(=O)(=O)N2CCCCCC2)cc1C(=O)Nc1ccc(C(=O)N(C)C)cc1	-2%	0.7%[50 µM]
Cc1ccc(NC(=O)CN(C)C(=O)c2ccc(Cl)c(S(=O)(=O)NCc3ccco3)c2)cc1	-6%	0.3%[50 µM]
O=C(NCCc1ccccc1)c1cccc2c1C(=O)c1ccc(N3CCOCC3)cc1S2(=O)=O	1%	0.4%
COc1cc(C(=O)Nc2cc(OC)c(OC)c(OC)c2)ccc1OCc1c(C)noc1C	-2%	0.4%[50 µM]
O=C(CN(c1ccc(Br)cc1)S(=O)(=O)c1ccc(Cl)c([N+](=O)[O-])c1)NCC1CCCO1 (centres undefined)	-2%	-0.4%[50 µM]
c1cc(CNCCNCc2ccncc2)ccn1	-2%	-3.1%
Cc1ccc2nc(-c3cccc(SC4CCCCC4)c3)c(NCc3ccccc3)n2c1	-3%	1.5%
COc1ccc(NS(=O)(=O)c2cc([N+](=O)[O-])ccc2N/N=C/c2c(C)[nH]c3ccccc23)cc1	-16%	1.2%
N#Cc1ccc(C(=O)N2CCC3CC2c2cc(-c4ccc(F)cc4)ccc23)cc1 (centres undefined)	3%	-0.1%
O=C(Cn1cnc2c(NCc3ccccc3)ncnc21)NCCCN1CCCC1=O	-3%	0.2%	Dengue-2 NS5 capping pilot replicate=3.7
COc1cc(CC(=O)OCC(=O)Nc2ccc(N(C)C)cc2)cc(OC)c1OC	1%	0.3%[50 µM]

From PubChem BioAssay
